Compound activity as filed in PubChem.
Abeta rescue: qHTS for compounds that reverse cellular toxicity of Amyloid beta (A-beta) peptide in yeast: Primary Screen. yeast expressing A-beta42, growth rescue, OD600, 48 h; response scale: 0% DMSO, 100% iron-clioquinol control. Potency, µM (titrated, usually from 46.1 µM), for inactives: top-dose growth rescue, hits mostly activators. actives 0.063% (n = 410,000); further: potency means the concentration at half of the fitted maximal effect; nearly all actives have a fitted effect of over 55% in size
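Growth rescue measured by 600 nm absorbance after 48 h yeast culture at 30 C with compound. Values normalized between DMSO and an equimolar ferric chloride plus clioquinol control.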
pAkt inh: HTS Assay for Inhibitors of Akt Phophorylation: Primary Screen | Neuro2A IGF-stimulated pAkt S473 HTRF, 20 min; active compounds read low | actives 0.32% (n = 360,000) | activity change, % for hits at 50 µM; in the data active means activity change below about -80%; inconclusive means mostly about -51% to -80%; further: on the % scale 0 is the no-effect control and ±100 the full control effect
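Single-point screen (50 µM final compound) in Neuro2A cells stimulated 20 min with 6 nM IGF at 37 deg C. After lysis, Ser473-phosphorylated Akt read by HTRF (ex 330 nm, em 615/665 nm) as the 665/615 ratio.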
MmCpn inh: Inhibitors of TCP-1 ring complex (TRiC) of Methanococcus maripaludis (MmCpn): qHTS; purified Mm-Cpn ATPase, ADP Transcreener TR-FRET; actives 0.031% (n = 330,000); Chaperonin Mm-Cpn (Methanococcus maripaludis); Potency, µM (series often up to 76.9 µM), for inactives: top-dose activity, negative = inhibition, actives largely listed as inhibitors; AID 504842, 2011; further: potency means the concentration at half of the fitted maximal effect; on the % scale 0 is the no-effect control and ±100 the full control effect; nearly all actives have a fitted effect of over 80% in size
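ATPase turnover read by TR-FRET ADP competition (Eu cryptate antibody/ADP-d2, 665/590 nm): 10uM ATP final, 25nM Mm-CPN final, 30 min 37degC after 10-min compound preincubation, pH 7.4 Tris/KCl/MgCl2/DTT buffer.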
Nrf2 inh: Nrf2 qHTS screen for inhibitors. A549 ARE-Fluc reporter, luciferase luminescence, 18-24 h. Potency, µM (highest dose often 46 µM), inactives show at the top dose activity change, negative = inhibition, usual class: inhibitors. actives 2.1% (n = 360,000); further: potency means the concentration at half of the fitted maximal effect; on the % scale 0 is the no-effect control and ±100 the full control effect; nearly all actives have a fitted effect of over 60% in size
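Nrf2 activity is the BugLite luminescence, read 15 min after reagent at room temperature, following CellTiter-Fluor cytotoxicity readout (30 min, 37C). Compound titrations were applied for 18-24 h to 5000 A549 ARE_Fluc cells/well in 5% FBS OPTI-MEM.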
HepG2 tox: qHTS for Inhibitors of TGF-b: Cytotox Counterscreen. actives 0.76% (n = 410,000). Potency, µM (highest dose often 46.1 µM), for the others: at the highest dose activity change, negative = cytotoxicity, most hits filed as cytotoxic. AID 588856, 2011. HepG2 CAGA-GFP viability, ATP luminescence, 18 h; further: potency means the concentration at half of the fitted maximal effect; some results filed as inactive show a strong effect at the top dose
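HepG2 CAGA-GFP cells (1000/well, DMEM with 1% FBS) received compound, then TGF-beta at 500 pg/mL final, and were incubated 18 hours at 37 degrees C. Viability was read by CellTiter-Glo luminescence. Media-only wells were set as complete cell-killing and DMSO as no toxicity.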
CCT chaperon mod: High-Throughput Screening for Modulators of Cytosolic Chaperonin Activity; actives 0.3% (n = 360,000); activity change, % (no concentration beside the values), hits read low; purified chaperonin ATPase assay, HTRF ADP detection, 30 min; in the data active means activity change below about -30%; further: on the % scale 0 is the no-effect control and ±100 the full control effect
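Enzyme 40 or 20 nM (batch-dependent) in Tris pH 7.4/KCl/MgCl2/DTT; cpd 76 uM single point; ATP 10 uM; 30 min 37 °C; Transcreener ADP HTRF detection, 30 min RT; ratio 665/615.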
A549 viability: Nrf2 qHTS screen for inhibitors: counterscreen for cytotoxicity; A549 ARE-Fluc cells, CellTiter-Fluor viability, 18-24 h; actives 0.16% (n = 390,000); Potency, µM (doses to about 46 µM), without a hit: at the highest dose activity change, negative = cytotoxicity, most hits filed as inhibitors; further: potency means the concentration at half of the fitted maximal effect; on the % scale 0 is the no-effect control and ±100 the full control effect
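A549 ARE-Fluc cells in 5% FBS OPTI-MEM, 5000 cells/well, rested 2 h then exposed to compounds in concentration-response for 18-24 h at 37 °C. Viability by CellTiter-Fluor fluorescence (Ex 405/Em 525) after 30 min; luciferase luminescence (BugLite, 15 min, RT) read afterwards.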
Nrf2 activator: qHTS of Nrf2 Activators; AID 624171, 2012; Potency, µM (highest dose often 46.1 µM), inactives show at the highest dose activation, actives largely listed as activators; actives 0.31% (n = 410,000); AREc32 ARE-luciferase reporter (MCF7-derived line), luminescence, 24 h; further: potency means the concentration at half of the fitted maximal effect; % of control where 0% means no effect; nearly all actives have a fitted effect of over 65% in size
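Cells of the AREc32 ARE-luciferase line are plated in OPTI-MEM containing 5% FBS and left overnight at 37 deg C. Compounds are pinned in, incubation continues 24 hr, and firefly luciferase signal is then measured.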
TGFb inhibitor: qHTS for Inhibitors of TGF-b. HepG2 CAGA-GFP TGF-b/SMAD3 reporter, GFP fluorescence, 18 h; TGF-beta stimulated, 500 pg/mL final. Potency, µM (highest dose often 46.1 µM), for the others: top-dose activity, negative = inhibition, usual class: inhibitors. actives 1.2% (n = 410,000). AID 588855, 2011; further: potency means the concentration at half of the fitted maximal effect; on the % scale 0 is the no-effect control and ±100 the full control effect; nearly all actives have a fitted effect of over 65% in size
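GFP signal (ex488/em500-530) from TGF-beta-stimulated HEPG2 CAGA-GFP cells, 500 pg/mL final, 18 h at 37 degrees C in DMEM plus 1% FBS, normalized to unstimulated and DMSO-stimulated controls.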
Numbers without * were called inactive; i = inactive; ? = inconclusive; / = not tested or not shown. Unless noted, the call rests on the fitted dose curve; in most records, active means well fitted curve in the direction sought with a large enough effect; inconclusive means small, poorly fitted or top-dose-only effect, or another doubt; inactive means no such curve, though single readings can be large; an effect the other way counts as inactive or inconclusive.

The line under a structure holds: Abeta rescue, pAkt inh, MmCpn inh, Nrf2 inh, HepG2 tox, CCT chaperon mod, A549 viability, Nrf2 activator, TGFb inhibitor
- NC(=S)NCc1cccnc1
→ -1%, i, -2%, -13%, 0%, -2.8, -1%, -0.3%, -11%
- Cc1c(Cl)cccc1NC(=O)CNc1cccc(S(=O)(=O)N(C)C)c1
→ 8%, i, 2%, -2%, -24%, 0.3, 12%, -0.6%, -1%
- CN(Cc1ccccc1)C(=O)COC(=O)c1cc(NS(=O)(=O)c2cccs2)ccc1O
→ 17%, i, 0%, ?, -24%, 1.9, -2%, 4.4%, -14%
- CCOC(=O)C(Cc1c[nH]c2ccccc12)NC(=O)c1ccccc1Br (stereo not given)
→ 9%, i, -1%, ?, 0%, -2.2, 1%, 3.9%, ?
- O=C(CSc1ncc(-c2ccccc2)nn1)NCc1ccco1
→ 10%, i, -1%, 7%, 0%, -92*, 3%, 3.5%, 3%
- Cn1c(=O)c2c(ncn2CC(O)CNc2ccc(F)cc2)n(C)c1=O (stereo not given)
→ -3%, i, 0%, -12%, -1%, 1.4, -7%, -0.2%, 27%
- CCOC(=O)C1CCCN(c2c(NCCc3ccccc3)c(=O)c2=O)C1 (stereo not given)
→ -1%, i, 2%, 6%, 20%, -0.8, -3%, -0.7%, 0%
- Cc1cnc(NC(=O)c2ccc3c(c2)OCCO3)s1
→ -6%, i, -4%, ?, -47%, -0.1, ?, -3.8%, -11%
- Cc1cccc2sc(NNC(=O)C3COc4ccccc4O3)nc12 (stereo not given)
→ 19%, i, 1%, -28%, -8%, 1.3, -7%, 15%, -12%
- C/C(=C\c1ccccc1F)C(=O)c1c(C)cc(C)[nH]c1=O
→ -6%, i, -1%, -1%, -21%, -7.6, 1%, 9.7%, -15%
- O=C1CCCc2c1cc(C(=O)NCCCN1CCOCC1)c(=O)n2-c1ccc(Cl)cc1
→ -17%, i, -3%, 2%, -5%, -0.3, 1%, 0.1%, -9%
- Cc1nc(C)c(C(=O)N(c2ccccc2F)C(C(=O)NCC2CCCO2)c2ccccc2)s1 (stereo not given)
→ -28%, i, -1%, 1%, 5%, 0.9, -1%, 0.3%, 6%
- COc1cccc(CNCc2c(C(=O)O)n(Cc3ccc(C)cc3)c3cc(C)ccc23)c1OC
→ -3%, /, /, ?, -10%, /, ?, 3.8%, ?
- O=S(=O)(c1ccc(NCc2ccc(F)cc2)nc1)N1CCCC1
→ -11%, i, -1%, -9%, -4%, 0.1, 3%, 0.5%, 0%
- CCN(CC)CCNC(=O)c1ccc(Cl)c(S(=O)(=O)Nc2ccccc2OC)c1
→ -5%, i, 0%, 6%, 0%, -0.5, -3%, -0.3%, -15%
- CCCOC(=O)CSC1=C(C#N)C(c2ccccc2OCC)C(C#N)C(=O)N1 (stereo not given)
→ -12%, i, -2%, -24%, -21%, 0.1, -17%, -0.1%, 1%
- Cc1ccccc1CN1C(=O)c2ccccc2Sc2ccc(C(=O)NCc3ccccc3)cc21
→ -2%, /, /, /, -13%, /, 12%, -1.4%, 2%
- CSc1nc(-c2ccc(F)cc2)nc2c1Cc1c(CO)cnc(C)c1O2
→ 8%, /, /, ?, -40%, /, 5%, 4.0%, -5%
- Cc1ccc(C)c(COc2coc(CN3CCN(C(=O)c4ccco4)CC3)cc2=O)c1
→ ?, i, 0%, -27%, 8%, -1.2, 4%, 0.2%, 28%
- COc1ccc(S(=O)(=O)N2c3ccccc3OCC2c2ccccc2)cc1 (stereo not given)
→ -13%, i, 0%, ?, -11%, -2.1, ?, 0.3%, 12%
- CCOC(=O)Cn1cnc2c(nnn2Cc2ccc(Cl)cc2)c1=O
→ -10%, /, 0%, /, -19%, -2.3, -3%, -0.5%, -33%
- CC(C)N1CCC(C)(C(=O)Nc2cc(-c3ccccc3)nn2C)C1 (stereo not given)
→ -22%, i, /, /, -14%, 0.7, /, 3.7%, -6%
- CC1(c2ccc3ccccc3c2)NC(=O)N(CC(=O)N2CCN(c3ccccc3O)CC2)C1=O (stereo not given)
→ 8%, i, -1%, -27%, 0%, -0.2, 4%, 7.8%, ?
- CCc1cc(=O)oc2cc(OC(C)C(=O)NCC3CCC(C(=O)O)CC3)c(Cl)cc12 (stereo not given)
→ -24%, i, 0%, -12%, -38%, 1.0, -3%, 2.5%, -1%
- CCOC(=O)c1c(C)[nH]c(C(=O)COC(=O)C(C)Oc2ccc(Cl)cc2Cl)c1C (stereo not given)
→ -10%, i, -2%, -4%, -16%, -2.1, 0%, -0.1%, -8%
- COc1cccc(/C=N/NC(=S)Nc2cccc(C(=O)O)c2)c1O
→ 9%, i, -3%, -3%, 8%, -0.9, 7%, -2.2%, 25%
- Nc1ccc(/C=C/C(=O)c2ccco2)cc1
→ -13%, i, -1%, 23%, -15%, 0.5, -2%, 6.5%, -1%
- COc1ccc(-n2ncc(C(=O)Nc3ccc4c(c3)OCCO4)c2C2CCN(C(=O)OC(C)(C)C)CC2)cc1
→ -8%, /, /, ?, -10%, /, -13%, 0.2%, -35%
- CC(C)CN(CCNC(=O)c1cc(=O)[nH]c2ccc(S(=O)(=O)N3CCCCCC3)cc12)CC(C)C
→ -2%, /, /, /, -1%, /, 2%, -0.6%, -13%
- COc1ccc(C2CC(c3ccccc3)=NN2C(=O)COC(=O)c2ccc(Cl)nc2)cc1 (stereo not given)
→ 36%, i, -2%, ?, 3%, -1.3, 4%, 3.2%, 13%

Nothing new here: an excerpt of the list.
The line under a structure holds: Abeta rescue, pAkt inh, MmCpn inh, Nrf2 inh, HepG2 tox, CCT chaperon mod, A549 viability, Nrf2 activator, TGFb inhibitor
- CCCOC(=O)CSC1=C(C#N)C(c2ccccc2OCC)C(C#N)C(=O)N1 (stereo not given)
→ -12%, i, -2%, -24%, -21%, 0.1, -17%, -0.1%, 1%
- Cc1ccccc1CN1C(=O)c2ccccc2Sc2ccc(C(=O)NCc3ccccc3)cc21
→ -2%, /, /, /, -13%, /, 12%, -1.4%, 2%

Carrying on.
The line under a structure holds: Abeta rescue, pAkt inh, MmCpn inh, Nrf2 inh, HepG2 tox, CCT chaperon mod, A549 viability, Nrf2 activator, TGFb inhibitor
- CCC1(CC)NC(=O)NC1=O
→ -7%, i, -1%, -4%, 4%, -1.0, 1%, -0.7%, 5%
- CNC(=O)/C(C#N)=C/c1cn(CC(=O)NCc2ccco2)c2ccccc12
→ 2%, i, 3%, -20%, 2%, -1.3, ?, 17%, 2%
- COc1cccc(/C=C/c2nc(C#N)c(N3CCCCC3)o2)c1
→ -2%, /, /, -2%, -28%, /, 11%, 5.1%, -5%
- Cc1cccc(Cn2cnc3c(nnn3Cc3ccc(F)cc3)c2=O)c1
→ 12%, i, -1%, 5%, 2%, 0.1, -3%, -0.2%, -4%
- CN1CCN(C(=O)CC23CC4CC(CC(C4)C2)C3)CC1
→ 0%, i, 1%, 7%, -10%, -4.0, 5%, -0.5%, -4%
- COC(=O)c1cc(NC(=O)c2ccc([N+](=O)[O-])cc2)c(=O)oc1C
→ 6%, i, -7%, 0%, -11%, -0.1, 8%, 2.3%, -13%
- CCOC(=O)c1[nH]c(C)c(C(=O)NC(C)CC)c1C (stereo not given)
→ 17%, i, 1%, 2%, -1%, -0.1, -3%, 0.3%, 7%
- COC(=O)[C@H](C)NC(=O)Nc1ccc(OC)cc1OC
→ 17%, i, -1%, 3%, 3%, 0.0, 0%, -0.2%, -5%
- Cc1ccccc1-c1cc2nc(Oc3ccc4c(c3)OCO4)n(C)c(=O)c2s1
→ -3%, i, /, /, -2%, 0.3, /, 11%, -10%
- NC(=O)CN1C(=O)C(=O)N(Cc2cccc(C(F)(F)F)c2)C1=O
→ 4%, i, 0%, 2%, 1%, -2.0, 0%, -0.1%, 7%

Entries of single compounds, looked up by structure. Screens in order: Abeta rescue | pAkt inh | MmCpn inh | Nrf2 inh | HepG2 tox | CCT chaperon mod | A549 viability | Nrf2 activator | TGFb inhibitor
Listed for COC(=O)[C@H](C)NC(=O)Nc1ccc(OC)cc1OC = 17% | i | -1% | 3% | 3% | 0.0 | 0% | -0.2% | -5%
Listed for CCC1(CC)NC(=O)NC1=O = -7% | i | -1% | -4% | 4% | -1.0 | 1% | -0.7% | 5%
Listed for COC(=O)c1cc(NC(=O)c2ccc([N+](=O)[O-])cc2)c(=O)oc1C = 6% | i | -7% | 0% | -11% | -0.1 | 8% | 2.3% | -13%
Listed for CN1CCN(C(=O)CC23CC4CC(CC(C4)C2)C3)CC1 = 0% | i | 1% | 7% | -10% | -4.0 | 5% | -0.5% | -4%
